ABCB1 block = ABCB1 efflux pump inhibitors, primary screen, cell-based, multiplex, flow cytometry, ABCG2 counter-screen; ATP-dependent translocase ABCB1 (Homo sapiens), P08183; CCRF-Adr cells, JC-1 efflux; inhibition, % at 6.6 µM; actives 0.067% (n = 190,000); AID 1326, 2008; in the data active = inhibition above about 40%;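 note: 0% = vehicle and 100% = reference inhibitor; higher value means more JC-1 retained so stronger ABCB1 efflux block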
Avidin bead fluor = green autofluorescence of compounds with avidin beads – biophysical, 488/530 nm, flow cytometry, artefact control, profiling panel; compound fluorescence 488/530 nm; hits give high values; fluorescence (KMESF) at 10 µM; actives 0.38% (n = 220,000); AID 1775, 2009; in the data active = fluorescence above about 47; note: inactives centre near 10
Mcl-1 Bim block = inhibitors of Bim peptide binding to Mcl-1, primary screen, biochemical, bead-based flow cytometry, multiplex; Induced myeloid leukemia cell differentiation protein Mcl-1 (Homo sapiens), Q07820; Bim peptide-Mcl-1 binding; inhibition, % at 10 µM; actives 0.1% (n = 190,000); in the data active = inhibition above about 40%;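 note: 0% = no compound tracer wells and 100% = peptide blocker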
Target sequence (Q07820 whole entry, looked up): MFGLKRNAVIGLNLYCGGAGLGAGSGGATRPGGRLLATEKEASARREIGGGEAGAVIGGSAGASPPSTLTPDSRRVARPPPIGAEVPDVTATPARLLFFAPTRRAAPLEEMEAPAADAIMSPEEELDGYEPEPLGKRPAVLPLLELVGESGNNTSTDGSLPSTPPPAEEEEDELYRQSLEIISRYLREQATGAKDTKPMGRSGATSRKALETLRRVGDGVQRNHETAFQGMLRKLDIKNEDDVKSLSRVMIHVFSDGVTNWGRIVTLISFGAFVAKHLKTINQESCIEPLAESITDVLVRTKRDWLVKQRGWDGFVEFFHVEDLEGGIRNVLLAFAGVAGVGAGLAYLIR
RGS7-Gao = RGS7-Galphao binding modulators, primary screen, biochemical, multiplexed bead flow cytometry. actives lie on both sides. binding response (% of control), % at 10 µM. actives 0.35% (n = 220,000). AID 1439, 2008; in the data active = binding response below about 49% or above about 150%; inconclusive = no clear call, values can overlap the other calls; inactive = in between;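 note: fluorescent Galphao held in activated GDP-AlF4 state binding bead-coupled RGS7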
RGS4-Gao reg = modulators of RGS4 binding to Galphao, primary screen, biochemical, multiplexed bead flow cytometry; actives 0.33% (n = 220,000); binding response (% of control), % at 10 µM; Guanine nucleotide-binding protein G(o) subunit alpha (Homo sapiens), P09471; actives lie on both sides; in the data active = binding response below about 49% or above about 150%; inactive = in between;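 note: fluorescent Galphao activated with aluminum fluoride binding bead-coupled RGS4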
Mcl1-Bid inh = Mcl-1/Bid binding inhibitors, primary screen, biochemical, TR-FRET, 1536-well; actives 0.97% (n = 220,000); TR-FRET Mcl-1/Bid-Dy647 peptide binding; Induced myeloid leukemia cell differentiation protein Mcl-1 (Homo sapiens), Q07820; AID 1021, 2008; inhibition, % at 21.7 µM;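 active = compounds that cut the binding signal by more than half at the single screening dose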;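 note: His-tagged Mcl-1 with europium anti-His antibody binding Bid BH3 peptide; 0% = Mcl-1 plus peptide wells and 100% = peptide-only wells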
GSH bead fluor = compound fluorescence on glutathione beads, profiling panel, artefact control, biophysical, 488/530 nm, flow cytometry | GSH beads flow cytometry, compound fluorescence 488/530 nm; hits give high values | fluorescence (KMESF) at 10 µM | actives 0.25% (n = 190,000); in the data active = fluorescence above about 89;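 note: glutathione beads carrying GST-tagged Bcl family fusion proteins plus one bare bead set; values are compound well signal with DMSO vehicle wells as background; inactives centre near 16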
Mcl1 Noxa PPI = Mcl-1/Noxa binding inhibitors, primary screen, biochemical, TR-FRET, 1536-well; Induced myeloid leukemia cell differentiation protein Mcl-1 (Homo sapiens), Q07820; TR-FRET Mcl-1/Noxa peptide binding, 2 h; inhibition, % at 21.7 µM; actives 1.5% (n = 220,000); AID 1022, 2008;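 active = compounds that cut the protein-peptide binding signal by more than 50% relative to plate controls in a single-dose test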;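 note: His-tagged Mcl-1 with rhodamine Noxa BH3 peptide and terbium anti-His antibody; 0% = Mcl-1 plus Noxa peptide wells and 100% = peptide-only wells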
RGS8-Gao reg = RGS8-Galphao binding modulators, primary screen, biochemical, multiplexed bead flow cytometry. actives lie on both sides. response (percent of control binding), % at 10 µM. actives 0.34% (n = 220,000). Guanine nucleotide-binding protein G(o) subunit alpha (Homo sapiens), P09471. AID 1423, 2008; in the data active = response below about 60% or above about 140%; inactive = in between;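 note: Galphao activated as the GDP aluminium fluoride complex binding bead-coupled RGS8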
ABCG2 block = ABCG2 efflux pump inhibitors, primary screen, multiplex with ABCB1, IgMXP3 cells, flow cytometry. Broad substrate specificity ATP-binding cassette transporter ABCG2 (Homo sapiens), Q9UNQ0. JC-1 efflux. inhibition, % at 6.6 µM. actives 0.1% (n = 190,000). AID 1325, 2008;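 active = inhibition above 80%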;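 note: 0% = DMSO and 100% = nicardipine control wells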
Target sequence (Q9UNQ0 whole entry, looked up): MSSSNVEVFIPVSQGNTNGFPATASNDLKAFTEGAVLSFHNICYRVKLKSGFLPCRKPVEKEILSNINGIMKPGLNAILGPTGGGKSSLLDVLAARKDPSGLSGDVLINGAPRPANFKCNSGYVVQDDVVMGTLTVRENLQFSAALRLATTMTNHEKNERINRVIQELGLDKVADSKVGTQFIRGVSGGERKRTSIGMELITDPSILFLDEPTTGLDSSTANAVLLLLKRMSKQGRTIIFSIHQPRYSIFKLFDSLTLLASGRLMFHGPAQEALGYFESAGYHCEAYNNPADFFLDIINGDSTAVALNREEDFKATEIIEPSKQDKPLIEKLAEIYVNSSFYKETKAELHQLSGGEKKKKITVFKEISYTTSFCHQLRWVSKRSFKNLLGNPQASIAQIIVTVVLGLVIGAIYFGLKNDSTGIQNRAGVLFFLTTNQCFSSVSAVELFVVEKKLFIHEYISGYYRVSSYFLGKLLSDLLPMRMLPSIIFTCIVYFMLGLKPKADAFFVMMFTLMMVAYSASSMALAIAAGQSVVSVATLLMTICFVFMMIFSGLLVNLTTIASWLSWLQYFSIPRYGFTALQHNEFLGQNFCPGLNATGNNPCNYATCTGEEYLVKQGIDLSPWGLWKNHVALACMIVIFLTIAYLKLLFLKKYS
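material = IgMXP3 (ABCG2) plus far-red-tagged CCRF-Adr (ABCB1) cells | amount = 3 million cells/mL, equal mix of both lines | also added = JC-1 transporter substrate | dosing = one concentration, 6.6 µM final | schedule = 10 min at 25 °C | measured by = flow cytometric JC-1 green MFI at 530 nm | read-out basis = percent efflux inhibition, scaled nicardipine 100% to DMSO 0%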
Pf gamet viab = late stage P. falciparum gametocyte viability inhibitors, primary screen, ATP luminescence, HTS; actives 0.065% (n = 150,000); P. falciparum stage V gametocytes, 24 h; inhibition, % at 10.9 µM;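 active = inhibition above the mean plus 3 SD of compounds within the control limits, set per campaign, cut at about 38% in these data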;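 note: 0% = DMSO wells and 100% = medium only without gametocytes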
Numbers without * were called inactive; ? = inconclusive; / = not tested or not shown; [ ] = remark or other dose. The order is random. Share with any hit: about 3.3%.

SMILES	ABCB1 block	Avidin bead fluor	Mcl-1 Bim block	RGS7-Gao	RGS4-Gao reg	Mcl1-Bid inh	GSH bead fluor	Mcl1 Noxa PPI	RGS8-Gao reg	ABCG2 block	Pf gamet viab
COc1ccc(S(=O)(=O)c2cnc3ccccc3n2)cc1	0.5	13	0	99	105	23	11	8	103	5	/
COc1cnc(-c2ccccn2)nc1Oc1ccccc1	-0.9	11	1	97	103	-22	15	2	102	-1	15
Cc1ccccc1C1CC(=O)NC2=C1C(=O)CCC2 (stereo unspecified)	0.5	19	-2	105	103	-29	35	10	104	6	-20
Cc1ccc(N2C(=O)SC(N(CC(=O)O)c3ccc(C)cc3)C2=O)cc1 (stereo unspecified)	0.5	9	-3	96	97	3	51	18	99	1	11
COC(=O)c1cccc(NC(=O)c2cccs2)c1C	0.8	15	-3	99	102	4	34	7	102	24	/
CC(C)c1cccc(C(C)C)c1NC(=O)COC(=O)c1ccc2c(c1)S(=O)(=O)c1ccccc1C2=O	0.2	2	-7	94	94	-1	9	-4	92	6	-6
CC(C)c1ccc(/C=N/NC(=O)c2c(Cl)cnn2C)cc1	0.0	1	-6	102	99	-8	8	19	96	0	-3
Cn1nc(-c2ccc(Cl)cc2)c2cc(C(=O)N3CCCC3)sc21	1.2	8	5	104	101	-12	11	4	105	5	/
CCOC(=O)c1cnn(-c2nc(CC)nc3sc4c(c23)CCC4)c1N	0.1	12	0	102	104	-26	44	3	103	19	/
CCc1nnc(NC(=O)c2ccc(S(=O)(=O)N3CCN(Cc4ccccc4)CC3)cc2)s1	0.6	13	-2	94	97	-10	10	5	98	2	/
O=S(=O)(c1cccc2cccnc12)N1CCN(c2ccccn2)CC1	1.7	9	-3	102	104	-12	10	-2	102	2	15
CCOC(=O)c1c(CSc2ccccc2)n(C)c2cc(Br)c(O)c(CN(C)C)c12	/	9	/	?	83	6	/	15	97	/	4
COc1ccc(NS(=O)(=O)c2cccc(C(=O)N/N=C/c3ccc4c(c3)OCCO4)c2)cc1	0.1	8	-1	100	101	65*	7	32	99	5	9
Cc1c(C(=O)N2CC(C)OC(C)C2)sc2nc(-c3ccccc3)cn12 (stereo unspecified)	0.7	18	0	111	100	-30	14	17	101	29	5
Cc1ccc(Nc2ncc3c(n2)CC(C)CC3=O)c(C)c1 (stereo unspecified)	/	6	/	?	100	-22	/	-3	102	/	-3
Cc1nc2c(nnn2Cc2ccccc2)c(=O)[nH]1	-0.1	6	4	98	104	-46	8	22	99	0	/
Cn1cnc(NCc2ccccc2)c1[N+](=O)[O-]	/	5	/	?	98	-46	/	-15	102	/	-2
Cc1ccccc1Nc1nnc(SCC2CCCCO2)s1 (stereo unspecified)	-1.7	12	-6	103	105	-5	21	20	105	6	-20
CCCCCCCc1nc2nc(C)c(Br)c(=O)n2[nH]1	/	7	/	?	89	15	/	11	97	/	1
Nc1cccc(C(=O)Nc2ccccc2Cl)c1	0.2	39	-2	98	96	-14	20	-19	98	2	14

2 compounds drawn at random from the list so far, as already listed:
SMILES	ABCB1 block	Avidin bead fluor	Mcl-1 Bim block	RGS7-Gao	RGS4-Gao reg	Mcl1-Bid inh	GSH bead fluor	Mcl1 Noxa PPI	RGS8-Gao reg	ABCG2 block	Pf gamet viab
Cc1ccccc1Nc1nnc(SCC2CCCCO2)s1 (stereo unspecified)	-1.7	12	-6	103	105	-5	21	20	105	6	-20
CCOC(=O)c1c(CSc2ccccc2)n(C)c2cc(Br)c(O)c(CN(C)C)c12	/	9	/	?	83	6	/	15	97	/	4

Additional entries follow.
SMILES	ABCB1 block	Avidin bead fluor	Mcl-1 Bim block	RGS7-Gao	RGS4-Gao reg	Mcl1-Bid inh	GSH bead fluor	Mcl1 Noxa PPI	RGS8-Gao reg	ABCG2 block	Pf gamet viab
O=C(CSc1nnc(-c2ccc(F)cc2)n1-c1ccccc1)NCCN1C(=O)CSC1=O	1.0	4	-6	101	100	-33	10	-1	103	1	-26
CCOC(=O)C1=C(Cn2ccc(C(F)(F)F)n2)NC(=O)NC1c1ccc2c(c1)OCO2 (stereo unspecified)	1.6	17	0	107	101	-3	48	-4	102	11	-1
CCOC(=O)c1oc2c(c1C)/C(=N/O)CCC2	1.6	16	-3	99	99	-10	29	21	101	9	/
CN1C(=O)CSc2ccc(NC(=O)NCc3ccccc3)cc21	0.9	3	-5	104	104	-20	11	11	100	13	-30
Cc1nc(NC(=S)Nc2ccccc2)sc1C	-0.3	11	-4	98	102	-63	23	-1	97	0	/
Cc1nc(C)c(-c2csc(Nc3ccc(F)cc3)n2)s1	0.8	8	4	101	101	5	23	20	98	15	-7
COc1ccc2cc(C(c3nnnn3C3CCCC3)N3CCc4ccccc4C3)c(=O)[nH]c2c1 (stereo unspecified)	/	4	0	102	105	12	18	4	102	/	11
Cc1ccc(NC(=O)C2CC(c3ccc(F)cc3)=NO2)cc1 (stereo unspecified)	0.3	37	-3	101	98	-9	13	16	99	1	11
CCOC(=O)c1cnc2ccc(C(=O)OC)cc2c1Nc1ccc(C(=O)O)cc1	-0.1	13	-2	124	117	-2	13	-2	115	1	6
N#CC(c1ccc(Cl)cc1)N1CCOCC1 (stereo unspecified)	0.8	10	2	?	104	-13	11	4	101	0	9
Clc1cc2c(c(CSc3nc4ccccc4n4cccc34)c1)OCOC2	/	11	/	?	105	-35	/	-26	101	/	/
COc1ccc(OCC(=O)Nc2ccccc2OC(F)F)cc1	0.7	8	2	102	102	-6	56	-7	103	7	5
CCOc1ccc(NC(=O)COC(=O)CCCc2c[nH]c3ccccc23)cc1	0.0	11	0	106	104	-89	5	-2	107	0	/
COc1ccc2oc(C(=O)Nc3nc4ccccc4[nH]3)c(C)c2c1	/	/	/	?	96	-57	/	-11	105	/	-4
NC(=O)C1(N2CCCCC2)CCN(c2ccc3nnc(-c4ccccc4)n3n2)CC1	-0.2	6	2	102	102	-31	12	-25	102	0	/
CCC(=O)NC(NC(=S)Nc1ccccc1Br)C(Cl)(Cl)Cl (stereo unspecified)	/	8	-2	103	103	-37	12	15	105	2	4
COc1cc(-c2[nH]ncc2CN(C)Cc2nonc2C)cc(OC)c1OC	0.2	7	-1	96	93	-34	10	-3	94	1	-12
C=CCN1C(=O)/C(=C2/C(=O)N(CC(=O)O)c3ccccc32)S/C1=N/c1nccs1	-0.7	9	1	89	94	-38	15	89*	95	-2	/
COC(C)(C)c1cc(C(C)(C)C)nc(N)n1	0.1	8	0	98	98	-25	50	1	100	1	/
CCCOP(=O)(OCCC)C(NC(=O)C(C)(C)C)c1ccccc1 (stereo unspecified)	0.0	13	-4	101	101	-63	16	-7	101	-9	-22
CC(C)Oc1ccc(-c2cc(C(=O)NCCN3CCOCC3)c3ccccc3n2)cc1	1.3	13	-3	89	94	-2	23	20	107	2	/
CC(=O)NC(Cc1ccc(F)c(F)c1)C(=O)NC1CCN(c2c(Cc3ccccc3)c(C)nc3ncnn23)CC1 (stereo unspecified)	-1.0	5	-2	90	90	5	11	-2	86	-2	11
COc1ccc(C2C(C(=O)C(C)(C)C)=C(O)C(=O)N2Cc2ccccc2)cc1 (stereo unspecified)	0.6	13	0	98	104	-44	11	15	104	34	-4
Cc1cc2oc(=O)c3c(c2cc1OCc1nn[nH]n1)CCCC3	0.3	33	-2	96	90	8	20	17	98	3	-8
CCC(CC)NC(=O)c1cccc([N+](=O)[O-])c1C	1.0	5	0	113	116	-1	10	4	138	13	/
O=C(Cc1noc2ccccc12)Nc1ccc2ccccc2c1	0.9	4	-5	89	91	1	22	25	70	3	-2
CCC(C)(C)n1nnnc1C(c1ccc(OC)c(OC)c1)N1CCN(c2ccccc2)CC1 (stereo unspecified)	0.6	9	1	103	101	-36	33	-6	101	-1	-24
CCCC(=O)Nc1nc2n(n1)C(c1ccccc1)CC(=O)N2 (stereo unspecified)	0.8	18	1	101	97	-17	6	3	100	4	2
CCSc1nnc(Cc2cc(=O)[nH]c(=O)[nH]2)n1-c1cc(C)ccc1C	-0.2	13	-2	100	98	-16	24	-11	99	0	-12
COc1c(Cl)cc(C(=O)NN)cc1Cl	-0.3	5	-2	94	97	-24	17	7	98	-1	/
Cc1ccc(C)c(N2CCN(c3nnnn3-c3ccccc3)CC2)c1	0.2	13	-5	103	102	-15	24	-6	107	1	/
CC(=O)N(c1nc(CCl)cs1)c1c(C)cc(C)cc1C	/	12	-7	102	100	-16	10	11	96	2	-8
CCc1nc(C#N)c(N2CCCCC2)o1	-0.6	6	-6	94	94	-10	10	15	98	-1	-22
CCC(CC)C1=NN2C(=N)/C(=C\c3cc(C)n(-c4cccc(C)c4)c3C)C(=O)N=C2S1	-0.3	13	-3	103	99	-60	24	13	99	-4	-16
CC(=O)COC(=O)CNC(=O)c1ccc(Br)cc1	0.9	2	-4	137	138	6	33	2	167*[activator]	5	7
CCC(=O)N1CCN(c2ccc(NC(=O)c3ccc4c(c3)OCCO4)cc2)CC1	0.2	3	3	94	97	-33	11	14	100	0	5
COc1ccc(NC(=O)Cc2ccccc2)cn1	0.9	6	1	110	102	-33	21	11	98	2	/
CN(C)N=Nc1ccc2nc[nH]c2c1	/	3	/	?	97	0	/	40	99	/	1
CN(Cc1nc(Cc2ccccc2F)no1)[C@@H]1CS(=O)(=O)C[C@H]1O	0.8	7	-1	101	98	-37	19	5	104	2	6
COc1ccc(-n2nc([N+](=O)[O-])c(=NCCc3ccc(C)cc3)n2O)cc1	1.6	14	-1	99	95	-2	11	-4	98	9	-13
Cc1cc(/C=C2/NC(=O)NC2=O)c(C)n1-c1ccccn1	-0.1	3	-1	100	100	-63	6	2	102	1	/
O=C(Cn1cc(C(F)(F)F)ccc1=O)N1CCN(S(=O)(=O)c2ccc(Cl)cc2)CC1	0.1	12	-3	103	101	-19	43	-2	101	0	/
O=C(Cc1csc(N2CCOCC2)n1)N/N=C/c1ccccc1C(=O)O	/	3	/	?	99	-16	/	9	101	/	15
O=C(CN1CCN(c2ccccn2)CC1)N1CC(O)CO1 (stereo unspecified)	1.2	8	0	100	101	-22	9	4	101	23	0
COc1cc(C(=O)Nc2ccc(C#N)cc2)c([N+](=O)[O-])cc1OC	1.2	7	6	98	102	-4	21	24	100	10	3
